Bioassay records from PubChem.
GLS inhibitor: qHTS for Inhibitors of Glutaminase (GLS). Potency, µM (doses to about 45.5 µM), for inactives: top-dose activity change, negative = inhibition, hits mostly inhibitors. GLS enzymatic activity, qHTS titration. AID 624170, 2012. 0.21% of 410,000 active. Glutaminase kidney isoform, mitochondrial (Homo sapiens), O94925; note: % is set by controls: 0 for no effect and ±100 for the full control effect
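hKGA; 45 mM KH2PO4 pH 8.2 + 0.02% Tween-20; cpd via pin tool; 1 mM Gln soln; GluOx/HRP/Amplex Red; RT 30 min; fluor. t0 & final.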
RGS4 inhibitor: Inhibitors of Regulator of G Protein Signaling (RGS) 4: qHTS. 0.039% of 390,000 active. Potency, µM (doses to about 114 µM), inactives show top-dose activity change, negative = inhibition, usual class: inhibitors. Transcreener GDP fluorescence polarization, RGS4-accelerated GTP hydrolysis. Regulator of G-protein signaling 4 (Homo sapiens), P49798; note: % is set by controls: 0 for no effect and ±100 for the full control effect; nearly all actives have a fitted effect of over 75% in size; some results filed as inactive show a strong effect at the top dose
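MLSMR compounds (23 nl, pin-transferred) preincubated 10 min at room temperature with a 500nM (2x) first reagent, then RGS4 at 900nM (2x) plus Transcreener GDP mix added; fluorescence polarization (620/688 nm) read before and after 90 min at 30 °C.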
PGK inhibitor: qHTS Assay to Find Inhibitors of Phosphoglycerate Kinase; PGK/GAPDH coupled, Kinase-Glo luminescence, 60 min; Potency, µM (series often up to 57.5 µM), for the others: at the top dose activity change, negative = inhibition, hits mostly inhibitors; 0.043% of 380,000 active; AID 602233, 2012; note: % is set by controls: 0 for no effect and ±100 for the full control effect; nearly all actives have a fitted effect of over 60% in size
Target sequence (P07378 whole entry, looked up): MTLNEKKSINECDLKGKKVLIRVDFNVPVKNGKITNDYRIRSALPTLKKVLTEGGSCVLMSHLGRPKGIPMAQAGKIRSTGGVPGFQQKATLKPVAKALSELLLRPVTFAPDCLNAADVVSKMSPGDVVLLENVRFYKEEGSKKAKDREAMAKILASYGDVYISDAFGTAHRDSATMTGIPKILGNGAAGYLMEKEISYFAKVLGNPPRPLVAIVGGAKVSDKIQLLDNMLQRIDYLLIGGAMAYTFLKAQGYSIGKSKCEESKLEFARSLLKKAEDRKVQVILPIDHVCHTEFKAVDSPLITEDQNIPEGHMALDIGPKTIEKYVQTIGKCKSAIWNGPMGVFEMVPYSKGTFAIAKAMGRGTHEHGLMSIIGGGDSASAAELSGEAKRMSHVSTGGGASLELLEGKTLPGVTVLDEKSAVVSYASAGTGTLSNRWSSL
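Luminescent ATP detection (Kinase-Glo Plus) follows a 60-minute room-temperature incubation, with wells lacking PGK as controls. Buffer: 100 mM TEA (pH 7.6), 5 mM MgCl2, 0.01% Tween-20. Coupling enzyme GAPDH (100 nM final) supplies unstable 1,3-BPG in-well.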
HP1b binding inh: HTS for Inhibitors of HP1-beta Chromodomain Interactions with Methylated Histone Tails; AlphaScreen HP1-beta / biotin-H3K9me3 peptide binding; Chromobox protein homolog 1 (Homo sapiens), P83916; AID 540317, 2011; 0.56% of 390,000 active; Potency, µM (top dose mostly 114 µM), for the others: top-dose activity change, negative = inhibition, usual class: inhibitors; note: nearly all actives have a fitted effect of over 70% in size; inactives centre near 23
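AlphaScreen: HP1-beta (50 nM) preformed 30 min with biotin-H3(1-18)K9me3 peptide (50 nM) in PBS pH 7.4, 0.01% Tween-20. Compound added for 30 min at RT, then streptavidin donor/nickel chelate acceptor beads (10 ug/mL) for 30 min.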
ALOX12 inh: Primary qHTS assay for inhibitors of human arachidonate 12S-lipoxygenase (ALOX12): Round 2. Potency, µM (titrated, usually from 108 µM), for inactives: at the highest dose activity change, negative = inhibition, hits mostly inhibitors. Polyunsaturated fatty acid lipoxygenase ALOX12 (Homo sapiens), P18054. AID 1671190, 2021. purified 12hLO, xylenol orange hydroperoxide absorbance. 1.1% of 580,000 active; note: % is set by controls: 0 for no effect and ±100 for the full control effect
Target sequence (P18054 whole entry, looked up): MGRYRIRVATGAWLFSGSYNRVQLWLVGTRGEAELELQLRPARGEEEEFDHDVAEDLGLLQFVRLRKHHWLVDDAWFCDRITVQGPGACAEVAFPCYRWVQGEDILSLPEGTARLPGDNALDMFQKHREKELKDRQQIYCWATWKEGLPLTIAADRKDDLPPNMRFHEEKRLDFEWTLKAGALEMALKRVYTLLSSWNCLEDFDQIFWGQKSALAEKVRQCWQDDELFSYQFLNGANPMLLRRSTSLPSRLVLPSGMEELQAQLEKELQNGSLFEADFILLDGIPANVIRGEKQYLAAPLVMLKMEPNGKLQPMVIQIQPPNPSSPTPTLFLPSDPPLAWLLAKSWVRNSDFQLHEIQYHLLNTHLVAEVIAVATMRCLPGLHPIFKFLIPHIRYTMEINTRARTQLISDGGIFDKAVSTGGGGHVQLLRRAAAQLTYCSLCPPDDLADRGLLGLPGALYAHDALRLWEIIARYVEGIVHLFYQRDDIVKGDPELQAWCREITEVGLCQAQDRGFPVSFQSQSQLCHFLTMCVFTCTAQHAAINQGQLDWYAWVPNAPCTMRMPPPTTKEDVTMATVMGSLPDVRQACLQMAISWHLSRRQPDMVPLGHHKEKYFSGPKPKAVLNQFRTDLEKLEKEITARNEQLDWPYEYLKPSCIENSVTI
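Purified human 12hLO at 150 nM in 25 mM Hepes, 0.01% Triton X-100, pH 7.0, preincubated 15 min at room temperature with compound. Reaction started with 40 uM arachidonic acid, 30 min at room temperature. Hydroperoxide measured by Fe-xylenol orange, 573/405 nm absorbance ratio.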
ERG-DNA inh: qHTS for Small Molecule Inhibitors of the ERG Ets/DNA interaction; AID 624246, 2012; fluorescence polarization, His-ERG Ets domain / labelled DNA; Transcriptional regulator ERG (Homo sapiens), P11308; 0.028% of 370,000 active; Potency, µM (doses to about 76.9 µM), for inactives: at the top dose FP activity, negative = inhibition, most hits filed as inhibitors; active = well fitted inhibition curve with a large enough effect in the polarisation, with a control signal flat; inconclusive = small, poorly fitted or top-dose-only effect, or effect the other way, or a change in a side signal; inactive = no such curve, though single readings can be large or run the other way; the % refers to the polarisation;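 note: polarization taken with two DNA probes labelled with fluorescein and Texas red; % of control where 0% means no effect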
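His-tagged ERG Ets domain (1 uM in the protein solution; 300mM KCl, 50mM Tris-HCl, 1mM EDTA, 1mM DTT, pH 7.5) received compound, then a probe mix of 5 nM fluorescein-DNA and 100nM Texas-615-DNA. Fluorescence polarization was read for both dyes.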
JMJD2A Tudor: qHTS Assay for Inhibitors of JMJD2A-Tudor Domain; Lysine-specific demethylase 4A (Homo sapiens), O75164; AlphaScreen JMJD2A-Tudor / H3K4me3 peptide binding; Potency, µM (highest dose often 114 µM), inactives show at the highest dose activity change, negative = inhibition, hits mostly inhibitors; 4.4% of 390,000 active; note: % is set by controls: 0 for no effect and ±100 for the full control effect; nearly all actives have a fitted effect of over 50% in size
Pin1 inh: qHTS Assay to Find Inhibitors of Pin1; Peptidyl-prolyl cis-trans isomerase NIMA-interacting 1 (Homo sapiens), Q13526; Pin1 FP peptide displacement, HiFluor488, 10 min; Potency, µM (highest dose often 115 µM), without a hit: at the highest dose activity, negative = inhibition, hits mostly inhibitors; 0.009% of 390,000 active; active = well fitted inhibition curve with a large enough effect in the polarisation, with a control signal flat, not every such curve was filed as active; inconclusive = small, poorly fitted or top-dose-only effect, or effect the other way, or a change in a side signal; inactive = no such curve, though single readings can be large or run the other way; the % refers to the polarisation; note: % is set by controls: 0 for no effect and ±100 for the full control effect
rTrxR1 inhibitor: qHTS Assay for Inhibitors of Mammalian Selenoprotein Thioredoxin Reductase 1 (TrxR1): qHTS; recombinant rTrxR1, NADPH fluorescence consumption, selenite substrate; Potency, µM (highest dose often 114 µM), inactives show at the top dose activity change, negative = inhibition, usual class: inhibitors; 1% of 390,000 active; AID 588453, 2011; note: % is set by controls: 0 for no effect and ±100 for the full control effect; nearly all actives have a fitted effect of over 65% in size
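Rat TrxR1 (90 nM in the dispensed reagent) was pre-reduced with 400 uM NADPH for 5 min at room temperature, then incubated with compound for 15 min. After 400 uM selenite was added, NADPH fluorescence (Ex 340/Em 450 nm) was followed for 8 min.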
* hit, by the source's call; i = inactive; ? = inconclusive; nt = not tested or not shown; & = joins results of further samples; [ ] = remark or other dose. Unless noted, calls come from the whole dose curve; as a rule, active = well fitted curve in the direction sought with a large enough effect; inconclusive = small, poorly fitted or top-dose-only effect, or another doubt; inactive = no such curve, though single readings can be large; an effect the other way counts as inactive or inconclusive. Potency is the fitted concentration of half-maximal effect. An excerpt. The share of hits here may be higher or lower than overall.

The first 3 compounds, ahead of the listing:
GLS inhibitor	RGS4 inhibitor	PGK inhibitor	HP1b binding inh	mol	ALOX12 inh	ERG-DNA inh	JMJD2A Tudor	Pin1 inh	rTrxR1 inhibitor
1%	-2%	-9%	33%	CCC(C)N(C(=O)c1csnn1)C(C(=O)NCc1ccc(F)cc1)c1ccccc1 (stereo unspecified)	0%	3%	-12%	-1%	-10%
16%	-26%	-7%	45%	CCCCn1nc(C(=O)Oc2ccc3c(C)cc(=O)oc3c2)c2ccccc2c1=O	?	4%	-13%	4%	79µM*
-8%	-14%	-1%	46%[activator]	O=C(CC(=O)c1ccccc1)Nc1cc(C(F)(F)F)ccc1Cl	-5%	nt	-2%	10%	-2%

Main list, repeating the preview:
GLS inhibitor	RGS4 inhibitor	PGK inhibitor	HP1b binding inh	mol	ALOX12 inh	ERG-DNA inh	JMJD2A Tudor	Pin1 inh	rTrxR1 inhibitor
1%	-2%	-9%	33%	CCC(C)N(C(=O)c1csnn1)C(C(=O)NCc1ccc(F)cc1)c1ccccc1 (stereo unspecified)	0%	3%	-12%	-1%	-10%
16%	-26%	-7%	45%	CCCCn1nc(C(=O)Oc2ccc3c(C)cc(=O)oc3c2)c2ccccc2c1=O	?	4%	-13%	4%	79µM*
-8%	-14%	-1%	46%[activator]	O=C(CC(=O)c1ccccc1)Nc1cc(C(F)(F)F)ccc1Cl	-5%	nt	-2%	10%	-2%
-8%	-2%	-2%	2%	CCC(=O)NC(c1ccco1)c1cc(Cl)c2cccnc2c1O (stereo unspecified)	-23%	-5%	?	0%&7%	-10%[57.1 µM]
-10%	-10%	-2%	19%	N=c1sccn1CC(=O)Nc1cccc(Oc2ccccc2)c1	?	2%	-20%	8%	-11%
-7%	-28%	-9%	33%	CC(CCc1ccc(O)cc1)NCc1ccc(Br)cc1 (stereo unspecified)	13µM*	-8%	-6%	-2%	1%[57.1 µM]
-12%	-15%	-3%	62%[activator]	O=C(NCC1CCCO1)C(=O)N/N=C\c1ccc2c(c1)OCO2 (stereo unspecified)	0%	0%	-26%	-6%	1%
-18%	-11%	0%	31%	CCc1cccc(C)c1NC(=O)COC(=O)C(NS(=O)(=O)c1ccc(Cl)cc1)C(C)O (stereo unspecified)	5%	-12%	5%	9%	-18%
-9%	?	-8%	-16%	CCn1ccnc1CN1CCc2c([nH]c3ccccc23)C1C1CCCCC1 (stereo unspecified)	-1%	-5%	14µM*	-6%	14%[57.1 µM]
-9%	11%	i	-21%	Cc1ccc2nc3c(cc(C(=O)NCCc4ccccc4)c(=N)n3CCN3CCOCC3)c(=O)n2c1	nt	-4%	-26%	?	-26%
-2%	8%	-8%	43%[activator]	CCCCN(C(=O)COC(=O)CSc1cc(C)c2ccccc2n1)c1c(N)n(CCC)c(=O)[nH]c1=O	1%	0%	1%	-16%	15%
1%	-13%	-1%	9%	CCOc1ccccc1NC(=O)c1cccc(NC(=O)c2ccco2)c1	-5%	1%	-9%	1%	8%[57.1 µM]
-3%	13%	-8%	36%	Cc1ccc2oc(C(=O)NC3CCS(=O)(=O)C3)c(C)c2c1 (stereo unspecified)	6%	0%	-22%	-9%	18%
-6%	?	3%	-61%	Cc1cccc(OCCn2c(=S)[nH]c3ccccc32)c1	?	8%	?	-2%	-5%[57.1 µM]
2%	27%	-3%	30%	CC(C(=O)OCC(=O)c1ccccc1)N1C(=O)C2C3CCC(C3)C2C1=O (stereo unspecified)	-3%	-13%	-7%	0%	1%
2%	-5%	i	43%[activator]	Cc1ccc(O)c(C(=O)c2cc(C#N)c3nc4ccccc4n3c2)c1	?	110%[activator]	-6%	?	-1%[57.1 µM]
10%	21%	9%	11%	Cc1ccc(-n2c(=O)[nH]c3cc(C(=O)NCCc4ccccc4)ccc3c2=O)cc1	7%	-4%	-16%	1%	18%
-6%	-1%	-6%	31%	CC(=O)c1ccc(NC(=O)C2CCCO2)cc1 (stereo unspecified)	0%	-5%	-7%	-5%	18%
0%	10%	2%	27%	COc1ccc(NC(=O)CC2C(=O)N(c3ccccc3)C(=O)N2C2CCCCC2)cc1 (stereo unspecified)	-31%	10%	-7%	-6%	4%
2%	5%	-8%	40%[activator]	CN(CCc1nc2ccccc2[nH]1)Cc1nc(CC2CC2)no1	2%	-5%	-19%	2%	9%
-5%	-9%	8%	35%	CC(C)Cc1cc(C(=O)N2CCCC(CO)(Cc3ccc(F)cc3)C2)no1 (stereo unspecified)	?	8%	-11%	1%	10%
-2%	-14%	i	32%	CC1=C(C(=O)OC2CCCCC2)C(c2cccs2)n2c(nc3ccccc32)N1 (stereo unspecified)	-2%	nt	-9%	32%[activator]	-8%
2%	5%	i	24%	Cc1ccc(CS(=O)(=O)CCC(=O)NCCC(C)C)cc1	-14%	0%	2%	1%	6%
2%	-42%	-4%	6%	CCc1ccc(NC(=O)CSc2nccn(-c3ccc4c(c3)OCCO4)c2=O)cc1	-13%	8%	-29%	30%[activator]	37%[activator]
-2%	16%	-2%	10%	CSc1ccc(/C=N\NC(=O)COc2ccc(Cl)cc2Br)cc1	0%	0%	-20%	2%	-2%[11.4 µM]
-1%	8%	10%	52%[activator]	CC1(c2nnc(-c3ccncc3)o2)CC(c2ccc(Cl)cc2)=NO1 (stereo unspecified)	-3%	-3%	-9%	0%	-2%[57.1 µM]
10%	?	-1%	?	Cc1csc(N/N=C/c2ccc(O)c([N+](=O)[O-])c2)n1	?	-4%	45µM*	?	28µM*
-2%	4%	i	47%[activator]	CC(=O)C1=C(O)CCCC1=NCc1nc2ccccc2[nH]1	20%	8%	-16%	1%	23%[57.1 µM]
5%	1%	-3%	11%	CCCC(=O)Nc1ccc(C(=O)NNC(=O)COc2ccc(Br)c(C)c2)cc1	11%	nt	-27%	-1%	3%
-26%	-5%	0%	20%	CCOc1ccccc1NC(=O)CSC1=Nc2ccccc2C2=NC(CC(=O)NC3CCCCC3)C(=O)N12 (stereo unspecified)	-22%	4%	-14%	-4%	13%
-5%	-22%	i	32%[57 µM]	CCCn1nc(C(=O)NNC(=O)c2ccc(OC(F)F)cc2)c2ccccc2c1=O	0%	-9%	2%	-2%	5%
-4%	20%	-7%	50%[activator]	CC(=O)c1c(C)[nH]c(C(=O)OCC(=O)N(C)c2c(N)n(Cc3ccccc3)c(=O)[nH]c2=O)c1C	-21%	-6%	-3%	-2%	13%[57.1 µM]
-4%	1%	-6%	-14%	CN(C)S(=O)(=O)c1cccc(NC(=O)COc2ccc(C(=O)c3ccccc3)cc2)c1	-31%	-3%	-19%	2%	18%
3%	5%	-5%	7%	O=C(O)COCC(=O)Nc1ccc2c(c1)CCC2	-11%	2%	-30%	-11%	20%
1%	20%	-5%	32%	COc1ccc(S(=O)(=O)NCCOc2ccccc2)cc1C	0%	-4%	1%	4%	-5%
?	-9%	-2%	13%	O=C(NNc1ccc([N+](=O)[O-])cc1)c1ccccc1F	-7%	9%	-26%	-1%	16%[57.1 µM]
-1%	-19%	-4%	26%	CCCCCn1c(=O)[nH]c2cc(C(=O)Nc3ccc(OC)cc3)ccc2c1=O	nt	-2%	0%	5%	31%[57.1 µM]
-7%	1%	-1%	51%[activator]	O=C(CCCSc1nnnn1-c1cccc2ccccc12)c1ccc(F)cc1	29%	-1%	22%	19%	-1%
0%	5%	-9%	27%	Cc1cccc(C(=O)Nc2cccc(OCC(=O)O)c2)c1	-21%	6%	3%	-2%	7%[57.1 µM]
2%	4%	-5%	-7%	Cc1ccc(CNC(=O)CN2C(=O)C3(SCC(=O)N3c3cc(C)cc(C)c3)c3ccccc32)cc1 (stereo unspecified)	8%	1%	-27%	9%	-3%
-4%	-19%	-7%	19%	N#CCC(=O)Nc1ccc(C(=O)OCC(=O)NC2CCCc3ccccc32)cc1 (stereo unspecified)	5%	14%	-9%	?	5%
2%	20%	4%	33%	CCOC(=O)c1cc(C)sc1NC(=O)C1CCC1	-20%	1%	22%	3%	-1%
-2%	17%	1%	4%	Cc1c(C)n(-c2ccccc2)c2ncnc(NCCCN(C)C)c12	4%	-4%	?	1%	17%
15%	10%	-2%	35%	CCCCn1c(N)c(N(CC)C(=O)/C=C/c2ccco2)c(=O)[nH]c1=O	0%	-1%	-5%	?	-35%
-16%	-10%[11.4 µM]	-5%	27%	CCOc1ccc(OCC)c(NC(=O)C2CCCN(S(=O)(=O)c3cccs3)C2)c1 (stereo unspecified)	0%	-3%	-16%[11.4 µM]	33%[activator]	18%[57.1 µM]
-3%	5%	-5%	37%	COc1cccc(C(=O)NCC2(c3ccccc3)CCCC2)c1OC	0%	6%	-2%	-2%	18%
